PostGolgi yeast: growth inhibition of a yeast mutant, post-Golgi transport screen | inhibition, % at 10 µM | post-Golgi transport phenotypic cell assay | 0.9% of 98,000 active;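 further: yeast cells grown in 1536-well plates; yeast grown about 18 h at 30C before absorbance read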
LYP inh 2: LYP (human) phosphatase inhibition; recombinant LYP catalytic domain, DiFMUP fluorescence; Q9Y2R2; 0.21% of 96,000 active; inhibition, % at 2 µM;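 active means inhibition at 2 µM at or above a set limit, the screen mean plus 3 SD, cut at about 24% in these data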;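 further: 0% = DMSO with enzyme and 100% = enzyme fully blocked by orthovanadate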
EphB4 ephrin blk: blocks human EphB4 binding to ephrin-B2; P54760; EphB4 LBD / TNYL-RAW-Alexa532 peptide, fluorescence polarization; inhibition, % at 7 µM; 0.15% of 97,000 active;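 active means inhibition above the screen-wide mean inhibition plus 3 SD, cut at about 15% in these data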;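 further: 0% = DMSO wells and 100% = excess unlabeled TNYL-RAW peptide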
FAK blocker: FAK (human) kinase inhibition | Q05397 | biochemical FAK kinase activity assay | inhibition, %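 (tested at 7 µM)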 | 0.84% of 97,000 active | AID 727; in the data active means inhibition above about 19%;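 further: 0% = DMSO and 100% = reference compound high control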
LYP act: LYP (human) phosphatase activation; Q9Y2R2; recombinant LYP, DiFMUP fluorescence; 0 = plate median, 100 = signal doubled; activation, % at 2 µM; 0.11% of 96,000 active; AID 697;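 active means activation at 2 µM above a set limit, the mean plus 5 SD, cut at about 37% in these data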
PostGolgi ctrl: inhibits growth of the yeast control strain; efflux-deficient yeast background strain, growth absorbance A615, 16 h; 5% of 98,000 active; inhibition, % at 10 µM
S1P2 blocker: S1P2 (human) receptor antagonism; O95136; cell-based S1P2 antagonist assay, inhibition at 5 uM; 0.21% of 97,000 active; inhibition, % at 5 µM; AID 736; in the data active means inhibition above about 45%;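 further: CRE beta-lactamase reporter cells expressing human S1P2 stimulated with S1P; 0% = agonist at EC80 alone and 100% = agonist plus reference antagonist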
Target sequence (O95136 whole entry, looked up): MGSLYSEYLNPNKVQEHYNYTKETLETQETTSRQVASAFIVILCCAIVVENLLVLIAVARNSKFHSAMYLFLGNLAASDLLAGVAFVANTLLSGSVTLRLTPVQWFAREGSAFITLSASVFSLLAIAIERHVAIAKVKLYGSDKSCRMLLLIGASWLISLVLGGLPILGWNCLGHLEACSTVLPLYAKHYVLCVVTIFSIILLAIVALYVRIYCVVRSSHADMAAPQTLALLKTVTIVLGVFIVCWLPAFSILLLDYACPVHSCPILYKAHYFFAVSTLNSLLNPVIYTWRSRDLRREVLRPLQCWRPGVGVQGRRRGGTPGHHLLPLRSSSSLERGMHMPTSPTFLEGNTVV
HIV Rev-RRE inh: HIV Rev-RRE protein-RNA interaction inhibition | Rev peptide-RRE RNA binding, FRET | inhibition, % at 8 µM | 0.79% of 97,000 active | AID 704;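 active means inhibition above the screen-wide mean plus 3 SD, cut at about 35% in these data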;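 further: 0% = median DMSO wells and 100% = median Neomycin B control wells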
Target sequence (P05866 whole entry, looked up): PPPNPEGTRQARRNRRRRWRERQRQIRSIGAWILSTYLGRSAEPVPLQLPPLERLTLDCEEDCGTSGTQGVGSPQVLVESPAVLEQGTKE
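Material: labelled RRE RNA duplex and labelled Rev peptide / Buffer or medium: HEPES pH 7.5 salt buffer with EDTA / Compound dosing: single point, 8 µM final nominal compound concentration / Benchmarks: DMSO low control, neomycin B high control / Timing: 5 min preincubation and 15 min binding, 25 °C / Technique: FRET fluorescence readout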
S1P2 ag: activates the human S1P2 receptor. O95136. S1P2-expressing cell line, agonist reporter read-out. activation, % at 4.5 µM. 0.46% of 97,000 active. AID 729; in the data active means activation above about 16%;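 further: 0% = vehicle low control and 100% = maximal reference agonist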
* hit, by the source's call; · = no result given. Unless noted, no stated cut-off is given here; in the data, active means inhibition above about 30%; inactive means the rest.

SMILES	PostGolgi yeast	LYP inh 2	EphB4 ephrin blk	FAK blocker	LYP act	PostGolgi ctrl	S1P2 blocker	HIV Rev-RRE inh	S1P2 ag
O=C(c1ccco1)N1CCN(S(=O)(=O)c2ccc(C3CCCCC3)cc2)CC1	-4	2	7	1	0	6	15	8	-8
CCc1c(C)nc2ccc(Br)cc2c1Cl	-6	7	-5	0	-5	-1	9	8	1
O=C(c1ccccc1)c1cncc(Br)c1	3	-8	2	3	4	2	4	2	-7
O=C(CN1C(=O)NC2(CCCCCCC2)C1=O)N1CCOCC1	9	2	3	-1	-1	7	10	9	-11
COc1ccc(OC)c(-n2c(-c3cnccn3)n[nH]c2=S)c1	6	3	1	1	-1	1	-1	4	-5
Cc1ccc2cc(CN(CCCO)S(=O)(=O)c3cccc4nsnc34)c(=O)[nH]c2c1	1	-20	1	2	20	7	-8	3	0
CC(=O)Nc1nc(SCc2cccc3ccccc23)n[nH]1	-2	1	-9	-2	3	-4	-5	4	-6
Cn1ccnc1SCC(=O)Nc1cccc2ccccc12	2	2	-4	0	-2	1	-26	1	3
Cc1ccc(NC(=O)COC(=O)c2ccc3c(c2)NC(=O)C2CCCN32)cc1 (stereo not drawn)	-2	10	-1	9	-10	13	8	4	-6
CCC(C)Nc1c2c(nc3c(-c4ccccc4)c(C)nn13)CCC2 (stereo not drawn)	-5	-1	-1	5	3	39*	-6	5	-3
Cc1ccc2c(c1)N(CC(=O)N(Cc1ccc3c(c1)OCO3)CC1CCCO1)C(=O)C(C)O2 (stereo not drawn)	0	2	1	-3	-1	9	16	2	-14
CCc1c(C)sc(NC(=O)c2ccco2)c1C(=O)N1CCCCC1	14	-14	-2	3	10	-3	-15	7	-6
COC(=O)c1onc(-c2c(C)cc(C)cc2C)c1C(=O)OC	-1	0	-1	3	5	4	3	6	-4
CCOC(=O)C1=C(C)NC2=C(C(=O)C(C(=O)OCC)C(c3cccc(OC)c3)C2)C1c1ccccn1 (stereo not drawn)	-8	-8	-8	5	10	-4	-31	-4	16
COC(CNC(=O)c1cccc2c1C(=O)N(Cc1cccnc1)C2)OC	2	1	4	-1	-2	-14	-8	1	-5
COCCCNC(=O)C(=O)NCCCOC(C)C	-10	-9	-6	1	15	16	-17	4	-3
O=C(Nc1ccccc1Oc1ccccc1)c1cnccn1	2	3	-5	15	-3	13	-4	4	1
Cn1nc(C(F)(F)F)c(C#N)c1N1CCN(c2ccccc2F)CC1	7	-3	1	0	0	3	-25	12	1
COc1cc(-c2c(C#N)c(N)nc3c2CCCC3)cc(OC)c1OC	4	7	-1	2	-4	3	-7	11	-2
COc1ccc(CCNC(=O)CSc2nnc(CNC(=O)c3ccco3)o2)cc1OC	14	-2	0	-2	2	6	-2	4	-3
O=C(NCc1ccc(OC(F)(F)F)cc1)C1CC(c2c(Cl)cccc2Cl)=NO1 (stereo not drawn)	-5	5	8	2	-1	31*	9	15	-4
COc1nc(Oc2ccc(C(=O)OCC(N)=O)cc2)nc(N(C)C)n1	1	0	1	-1	1	3	-18	0	-8
CCN1C2=C(C(=O)CCC2)C(c2ccc(O)c(Br)c2)C2=C1CCCC2=O	14	-4	1	4	2	-3	5	14	-1
O=C(c1ccccc1)c1ccccc1C(=O)N1CCOCC1	-6	-10	5	-3	10	20	3	10	-3
Cc1ccccc1NC(=O)CSc1nnc(-c2ccco2)c(-c2ccco2)n1	-1	-5	4	15	3	9	-9	11	-3
Cc1cc(C)cc(NS(=O)(=O)c2ccc3[nH]cc(C(=O)NCc4ccco4)c(=O)c3c2)c1	-4	18	1	1	-15	0	1	9	-8
COc1ccc(-n2ncc(S(=O)(=O)c3ccccc3)c2-c2ccc(Cl)cc2)cc1	15	3	6	-2	3	19	9	10	-2
CCOC(=O)c1c(NC(=O)C2COc3ccccc3O2)sc(C(C)=O)c1C (stereo not drawn)	-8	16	5	-2	-14	0	-12	11	-4
Cc1oc(-c2ccc(Cl)cc2)nc1CN1CCC(C(=O)NCc2cccnc2)CC1	1	0	-3	-3	-2	12	-1	1	-9
CCOC(=O)c1c(NC(=O)C2C3CCC(O3)C2C(=O)O)sc(C)c1-c1ccc(F)cc1 (stereo not drawn)	-5	3	5	-5	2	8	10	2	-6
CCOc1ccccc1NC(=O)CSc1nnc(-c2ccco2)n1Cc1ccco1	19	12	-4	5	-13	8	3	14	-5
CC1=C(C(=O)Nc2ccccc2)C(c2ccco2)C(C#N)=C(SCC(N)=O)N1 (stereo not drawn)	-8	3	1	2	0	0	-24	-1	1
N#Cc1c(-n2cccc2/C=N/O)sc2c1CCCC2	-5	3	1	8	-4	9	2	10	-5
O=C(CSc1ncccc1-c1nc2ccccc2[nH]1)NC1CC1	-4	-4	10	0	4	1	0	5	-6
O=C(CSc1nc(-c2ccccc2)cs1)NC(=O)NCc1ccco1	-4	6	-1	1	-9	-4	14	4	-4
N=c1c2c(-c3ccccc3)c(-c3ccccc3)oc2ncn1Cc1ccco1	-5	5	2	8	-2	26	2	8	-6
COc1cccc(OC)c1C(=O)Nc1ccc(N2CCN(S(C)(=O)=O)CC2)cc1	-4	-12	6	2	10	-9	15	8	-4
COCCCNC(=O)CN1C(=O)c2ccccc2C1=O	-6	-4	-3	3	2	8	7	5	-8
CC1CCN(C(C(=O)Nc2ccc(C(C)C)cc2)c2ccc3c(c2)OCO3)CC1 (stereo not drawn)	6	-4	0	3	2	11	3	20	-4
c1nc(N2CCOCC2)c2sc3nc(N4CCOCC4)c4c(c3c2n1)CCCC4	·	4	-6	-3	-3	·	-13	8	-1
Cc1cnc(C(=O)OCC(=O)NC2CCCCC2)cn1	-1	-6	-14	2	2	7	15	5	-7
CCOc1cc(S(=O)(=O)Nc2ccccn2)ccc1F	5	0	1	-1	2	-5	0	7	-1
CC(=O)N1CCc2cc(Br)cc(S(=O)(=O)NCCCN3CCCC(C)C3)c21 (stereo not drawn)	19	-4	3	-1	2	-5	22	9	-1
C=CCn1ncc(OC)c(Cl)c1=O	19	-10	-7	0	13	7	-4	0	-4
COc1ccccc1Cc1noc(COc2cccc(C)c2C)n1	-3	1	3	1	-6	15	-26	18	3
COc1cc(C2Nc3cccc4cccc(c34)N2)cc(OC)c1O	4	8	-2	5	-6	-7	19	9	-2
CCOc1ccc(NCc2nnc(SCc3ccccc3Cl)n2-c2ccccc2)cc1	6	22	0	1	-19	9	32	1	-6
Cn1c(SCc2c(Cl)cccc2Cl)nc(C(F)(F)F)cc1=O	-19	3	3	5	1	16	9	13	3
Cc1ccc(-n2c(C)cc(/C=c3/sc4nc5ccccc5n4c3=O)c2C)cc1	5	13	-1	0	-12	3	-14	11	-1
O=C(CSc1nnnn1Cc1ccccc1)c1ccccc1	24	0	7	6	0	1	23	0	-4
Cc1noc(C)c1S(=O)(=O)Nc1c(C)n(C)n(-c2ccccc2)c1=O	3	-5	1	4	6	-1	-9	8	-2
Clc1cccc(NC2=NCCC2)c1	10	-1	6	-2	0	2	1	5	-4
Cc1ccc(S(=O)(=O)c2c(COC(=O)c3cccc(Cl)c3)c(-c3ccccc3)nn2C)cc1	5	10	-3	-2	-9	-14	-9	13	-3
COc1ccc(C2C=C(c3ccccc3)Nc3nnnn32)cc1 (stereo not drawn)	-5	-1	-5	-2	-2	-4	-2	14	-3
O=C(CCn1cccc1)Nc1ccc(F)cc1	22	-7	0	1	6	4	3	4	-1

A draw from above in order of length of the SMILES, low to high:
SMILES	PostGolgi yeast	LYP inh 2	EphB4 ephrin blk	FAK blocker	LYP act	PostGolgi ctrl	S1P2 blocker	HIV Rev-RRE inh	S1P2 ag
Clc1cccc(NC2=NCCC2)c1	10	-1	6	-2	0	2	1	5	-4
C=CCn1ncc(OC)c(Cl)c1=O	19	-10	-7	0	13	7	-4	0	-4
O=C(CCn1cccc1)Nc1ccc(F)cc1	22	-7	0	1	6	4	3	4	-1
O=C(CSc1nnnn1Cc1ccccc1)c1ccccc1	24	0	7	6	0	1	23	0	-4
Cc1cnc(C(=O)OCC(=O)NC2CCCCC2)cn1	-1	-6	-14	2	2	7	15	5	-7
COc1ccccc1Cc1noc(COc2cccc(C)c2C)n1	-3	1	3	1	-6	15	-26	18	3
COc1ccc(C2C=C(c3ccccc3)Nc3nnnn32)cc1 (stereo not drawn)	-5	-1	-5	-2	-2	-4	-2	14	-3
COc1cc(C2Nc3cccc4cccc(c34)N2)cc(OC)c1O	4	8	-2	5	-6	-7	19	9	-2
Cn1c(SCc2c(Cl)cccc2Cl)nc(C(F)(F)F)cc1=O	-19	3	3	5	1	16	9	13	3
CCOc1ccc(NCc2nnc(SCc3ccccc3Cl)n2-c2ccccc2)cc1	6	22	0	1	-19	9	32	1	-6
Cc1noc(C)c1S(=O)(=O)Nc1c(C)n(C)n(-c2ccccc2)c1=O	3	-5	1	4	6	-1	-9	8	-2
CC(=O)N1CCc2cc(Br)cc(S(=O)(=O)NCCCN3CCCC(C)C3)c21 (stereo not drawn)	19	-4	3	-1	2	-5	22	9	-1
CC1CCN(C(C(=O)Nc2ccc(C(C)C)cc2)c2ccc3c(c2)OCO3)CC1 (stereo not drawn)	6	-4	0	3	2	11	3	20	-4
Cc1ccc(S(=O)(=O)c2c(COC(=O)c3cccc(Cl)c3)c(-c3ccccc3)nn2C)cc1	5	10	-3	-2	-9	-14	-9	13	-3

High-throughput results as filed in PubChem BioAssay.
